Screening data from PubChem BioAssay.
UBC13 inh – human UBC13 polyubiquitination inhibition | P61088 | UBC13 polyubiquitin chain formation, TR-FRET | inhibition, % at 20 µM | 330,000 compounds, 0.47% hits | AID 485273; in the data active = inhibition above about 45%, passing the limit was not always enough; inconclusive = no clear call, values can overlap the other calls
Target sequence (P61088 whole entry, looked up): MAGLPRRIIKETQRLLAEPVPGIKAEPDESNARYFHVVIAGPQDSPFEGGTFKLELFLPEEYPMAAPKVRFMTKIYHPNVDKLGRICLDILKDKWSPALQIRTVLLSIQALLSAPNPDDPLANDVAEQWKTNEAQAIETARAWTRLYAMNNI
MIN6 prolif – induces beta-cell replication in MIN6 cells; 330,000 compounds, 0.29% hits; proliferation, % at 10 µM; MIN6 cells proliferation, ATPlite luminescence, 48 h; cells starved in 0.2% serum; 100% = growth in 10% serum; AID 2380;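 active = compounds whose signal lies at least 3.5 SD above the mean of all wells on their plate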;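 also: 0% = DMSO-treated cells in low-serum medium and 100% = 10% serum control; some compounds called inactive have numbers as strong as hits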
SENP7 inh – blocks the human protease SENP7; recombinant SENP7, Z-RLRGG-aminoluciferin luminescence, 40 min; inhibition, % at 5 µM; 330,000 compounds, 1.5% hits;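 active = inhibition above about 50% at the single test dose, limit read from the data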;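 also: plate controls were DMSO with enzyme for no effect and no enzyme buffer wells for full effect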
PfG6PD inh – PfG6PD (Plasmodium falciparum) enzyme inhibition | PfGluPho enzyme, NADPH resazurin-diaphorase fluorescence | inhibition, % at 20 µM | 350,000 compounds, 0.78% hits;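 active = inhibition reaching at least a set limit at 20 µM in the primary screen, cut at about 59% in these data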;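 also: 0% = DMSO wells with substrate and 100% = DMSO wells lacking glucose-6-phosphate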
SENP8 block-1 – inhibitors of human SENP8 protease; AID 602440; 360,000 compounds, 0.64% hits; inhibition, % at 20 µM; Q96LD8; recombinant SENP8, Nedd8 substrate fluorescence; in the data active = inhibition mostly above about 40%, no sharp cut-off; inactive = mostly below about 27%
Target sequence (Q96LD8 whole entry, looked up): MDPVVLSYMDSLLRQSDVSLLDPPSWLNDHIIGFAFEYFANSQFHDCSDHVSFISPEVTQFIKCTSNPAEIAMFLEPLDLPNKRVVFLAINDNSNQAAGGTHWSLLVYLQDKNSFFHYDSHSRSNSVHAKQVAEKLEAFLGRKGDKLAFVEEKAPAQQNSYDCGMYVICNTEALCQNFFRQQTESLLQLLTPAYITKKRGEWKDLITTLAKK
SENP1 FRET inh – inhibitors of human SENP1 SUMO protease catalytic domain; Q9P0U3; recombinant SENP1 catalytic domain, CyPet-SUMO1-YPet FRET cleavage; inhibition, % at 10 µM; 360,000 compounds, 0.21% hits;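 active = inhibition at least 30% at 10 µM, raw YFP signal under a set limit, fluorescence ratio 0.5 to 1.5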;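 also: 0% = enzyme with DMSO and 100% = no enzyme wells; some results filed as inactive read as strong as hits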
Target sequence (Q9P0U3 419-644 limits assumed): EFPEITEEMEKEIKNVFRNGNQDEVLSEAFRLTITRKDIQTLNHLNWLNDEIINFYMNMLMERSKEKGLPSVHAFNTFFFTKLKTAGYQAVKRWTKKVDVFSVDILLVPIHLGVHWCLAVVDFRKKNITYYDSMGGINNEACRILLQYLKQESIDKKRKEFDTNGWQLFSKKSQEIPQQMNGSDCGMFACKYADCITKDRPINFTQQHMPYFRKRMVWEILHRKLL
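Material – human SENP1 catalytic domain · Input – SENP1 enzyme, 20 pM final · Compound dosing – single concentration of 10 µM compound, 0.5% DMSO final · Timing – enzyme reaction for 50 min at room temperature, dark · Measured by – FRET fluorescence in CFP and YFP emission channels · Control set – no-enzyme wells low, DMSO-plus-enzyme wells high control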
SENP6 block – SENP6 protease inhibition | Q9GZR1 | Recombinant SENP6 catalytic domain, aminoluciferin luminescence | inhibition, % at 10 µM | 330,000 compounds, 1.8% hits | AID 2599;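 active = inhibition above about 50% at the single tested dose, limit read from the data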;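 also: plate controls were DMSO wells with enzyme for no effect and DMSO wells lacking enzyme for full effect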
Target sequence (Q9GZR1 628-1112 limits assumed): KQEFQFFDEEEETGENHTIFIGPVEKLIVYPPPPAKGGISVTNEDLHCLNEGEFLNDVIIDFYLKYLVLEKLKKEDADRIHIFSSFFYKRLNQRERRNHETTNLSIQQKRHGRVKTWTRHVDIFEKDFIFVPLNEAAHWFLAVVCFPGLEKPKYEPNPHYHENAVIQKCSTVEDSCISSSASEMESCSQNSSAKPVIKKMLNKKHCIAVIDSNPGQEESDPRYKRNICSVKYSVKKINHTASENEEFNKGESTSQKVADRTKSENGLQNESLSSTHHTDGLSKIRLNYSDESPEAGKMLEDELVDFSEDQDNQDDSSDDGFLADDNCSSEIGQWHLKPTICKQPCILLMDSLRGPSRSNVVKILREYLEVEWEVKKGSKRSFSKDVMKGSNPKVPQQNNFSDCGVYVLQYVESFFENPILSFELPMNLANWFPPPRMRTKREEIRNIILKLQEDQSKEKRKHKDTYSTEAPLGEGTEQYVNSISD
HKDC1 inh – HKDC1 (human) hexokinase inhibition. recombinant HKDC1, G6PDH/diaphorase resazurin coupled fluorescence. inhibition, % at 20 µM. 340,000 compounds, 0.16% hits. AID 493160;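 active = inhibition above about 35% when tested at 20 µM, limit read from the data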;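 also: plate controls were DMSO wells with enzyme for no effect and DMSO wells lacking enzyme for full effect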
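Test system: recombinant HKDC1 (HK5) hexokinase enzyme, produced in-house / Doses: 20 µM test compound, 1% DMSO / Timing: 90 min, room temperature / Detection: G6PDH/diaphorase-coupled fluorescence, 1 mM NADP, 100 µM resazurin, 525/613 nm / Control set: DMSO wells with and without enzyme mix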
SENP8 block-2 – SENP8 protease inhibition; Q96LD8; purified SENP8, Z-RLRGG-aminoluciferin cleavage, luminescence; inhibition, % at 10 µM; 330,000 compounds, 1.2% hits; AID 2540; in the data active = inhibition above about 50%
* = called active by the depositor; i = inactive; ? = inconclusive; / = no result given. Outcome played no part in choosing rows (roughly 4% active in at least one column).

SMILES	UBC13 inh	MIN6 prolif	SENP7 inh	PfG6PD inh	SENP8 block-1	SENP1 FRET inh	SENP6 block	HKDC1 inh	SENP8 block-2
Cc1onc(-c2c(Cl)cccc2Cl)c1C(=O)N1CCCCC1	-0.2	-0.2	5.5	-1.6	11.3	1.8	4.5	-8.9	5.8
CCOC(=O)Cc1csc(NC(=O)Cc2ccc(Br)cc2)n1	2.0	2.3	2.0	-0.7	6.3	-2.3	0.6	-0.7	0.4
Cc1ccc(OCCSc2nnc(-c3ccncc3)n2C)cc1	-2.4	-2.9	4.6	12.2	13.0	-1.1	0.4	-13.8	2.4
O=C(O)c1ccc(NCc2cccnc2)c([N+](=O)[O-])c1	-25.1	-1.4	12.1	-17.4	7.9	-0.5	3.3	4.9	-2.2
O=C(COC(=O)c1ccc(Br)o1)Nc1nc2c(F)c(F)c(F)cc2s1	-7.8	-1.7	2.6	-22.7	-14.6	-69.1	7.2	-2.5	-3.4
Fc1cccc(-c2oncc2-c2nnnn2-c2ccc(Cl)cc2)c1	9.2	-4.1	-0.6	3.7	31.0	-0.1	-0.9	0.8	2.3
Nc1c(-c2ccccc2)nc(Cl)nc1-c1ccccc1	13.0	-0.9	6.8	-9.0	-269.1	-130.5	-7.9	-0.1	5.5
Cc1ccc(CN2CC(C(=O)NC(c3nc4ccccc4[nH]3)C(C)C)CC2=O)cc1 (stereo not given)	0.2	-3.4	1.0	10.6	-11.5	-37.1	9.4	-4.1	-1.1
Cc1ccc(CNC(=O)N[C@@H](Cc2ccccc2)C(=O)O)cc1	2.6	0.6	2.9	-5.6	10.1	0.0	6.1	-5.2	2.5
COc1cc(OC)c(C(=O)Nc2cc(Cl)ccc2-n2cncn2)cc1OC	1.9	1.3	-2.1	14.8	-292.6	-4.8	-8.7	-4.8	-10.6
Cc1cc(SCC(=O)NC2CCCC2)nc2ccccc12	?	1.1	-0.1	-28.8	2.6	2.9	24.0	1.4	-2.9
O=C(Nc1nnc(CSCc2ccc(F)cc2)s1)c1ccc([N+](=O)[O-])cc1	-2.3	0.6	-7.7	11.0	1.2	2.2	3.8	-8.3	-7.7
O=C(N/N=C/C1C(c2ccccc2)C1(Cl)Cl)c1cccc(Cl)c1 (stereo not given)	4.2	0.0	-1.8	-10.3	26.1	2.5	-14.3	0.8	-7.8
Cn1c(CC(=O)Nc2ccc(F)cc2)nnc1SCC(=O)Nc1nncs1	2.7	-0.9	1.9	-13.6	8.1	0.3	12.6	-7.6	0.1
CC(=O)N1CCOCCOCCN(C(C)=O)CCOCCOCC1	4.3	0.9	1.8	3.2	8.2	2.1	-6.4	-10.2	1.5
Cn1c(=O)[nH]c(=O)c2cc(C(=O)c3cc(F)ccc3O)cnc21	-11.1	-1.1	-8.4	-2.9	-333.4	-9.6	-1.5	-0.6	0.0
CN1/C(=C/C(=O)COC(=O)CN2C(=O)C3CC=CCC3C2=O)C(C)(C)c2ccccc21 (stereo not given)	/	/	/	6.7	-379.3	-3.4	/	-1.6	/
C/C(=N\Nc1cc(Cl)nc(C)n1)c1ccccc1	-8.7	-0.2	-2.8	45.3	15.5	0.9	13.6	-8.5	-17.2
COc1cccc(Nc2nc3ccccc3n3nnnc23)c1	4.1	-3.3	1.2	-4.9	-75.5	-42.5	26.7	0.6	22.1
CC1=NN(c2ccc(C)cc2)C(=O)/C1=C\c1ccc(Br)s1	-7.5	-4.0	21.5	-6.5	8.8	-1.6	12.1	16.3	2.3
O=S(=O)(c1cccs1)N1CCN(CCOc2ccc(Cl)cc2)CC1	12.1	-4.8	2.2	38.0	-0.8	2.8	-10.4	-2.7	-5.1
CCN1CCN(C(=O)CN(CC)S(=O)(=O)c2ccc3ccccc3c2)CC1	-0.6	-1.5	0.3	-5.3	7.6	-1.4	-6.2	-3.7	16.1
COC(=O)c1cn(C)c2ccc(S(=O)(=O)N3CCCC3)cc2c1=O	3.5	1.7	-2.8	-6.2	19.0	2.9	-19.8	-3.4	-5.3
CCC(=O)Nc1c2c(nn1-c1ccc(OC)cc1)CSC2	0.1	-2.6	-6.0	7.8	7.8	1.6	10.9	-5.7	-3.0
COc1cc(/C=C/C(=O)OCC(=O)c2c(N)n(C)c(=O)n(C)c2=O)ccc1OC(F)F	0.2	1.2	4.6	1.6	-4.3	-0.9	1.2	3.8	-0.1

A different layout for part of the listing above:
smiles,UBC13 inh,MIN6 prolif,SENP7 inh,PfG6PD inh,SENP8 block-1,SENP1 FRET inh,SENP6 block,HKDC1 inh,SENP8 block-2
Cn1c(=O)[nH]c(=O)c2cc(C(=O)c3cc(F)ccc3O)cnc21,-11.1,-1.1,-8.4,-2.9,-333.4,-9.6,-1.5,-0.6,0.0
Cc1onc(-c2c(Cl)cccc2Cl)c1C(=O)N1CCCCC1,-0.2,-0.2,5.5,-1.6,11.3,1.8,4.5,-8.9,5.8
CC1=NN(c2ccc(C)cc2)C(=O)/C1=C\c1ccc(Br)s1,-7.5,-4.0,21.5,-6.5,8.8,-1.6,12.1,16.3,2.3
O=C(COC(=O)c1ccc(Br)o1)Nc1nc2c(F)c(F)c(F)cc2s1,-7.8,-1.7,2.6,-22.7,-14.6,-69.1,7.2,-2.5,-3.4

Additional compounds.
SMILES	UBC13 inh	MIN6 prolif	SENP7 inh	PfG6PD inh	SENP8 block-1	SENP1 FRET inh	SENP6 block	HKDC1 inh	SENP8 block-2
COc1ccc(S(=O)(=O)N(C)CC(=O)NCc2ccccn2)cc1	-1.7	-0.7	-1.1	-2.0	3.8	0.9	-15.4	-8.9	-9.2
O=C(/C=C/c1cccnc1)/C=C/c1cccnc1	/	/	/	37.8	6.1	1.2	/	12.2	/
Cc1ccc(N/C=C/C(=O)C(C)(C)C)c(O)c1	8.8	-3.0	-3.4	28.7	-206.9	-24.9	2.7	8.3	-6.6
Cc1cccc(NC(=S)N(CCN(C)C)Cc2cc3cccc(C)c3[nH]c2=O)c1	0.3	0.0	6.7	9.6	5.6	1.3	-2.5	-7.1	2.8
CCOc1ccccc1C(=O)Nc1cc(C(=O)NCC(C)C)ccc1Cl	-0.7	0.0	-3.6	/	/	/	-6.7	/	5.9
O=C1CCc2cc(S(=O)(=O)NCCc3ccc(Cl)cc3)cc3c2N1CC3	-5.2	-4.3	-2.9	-5.2	6.5	1.9	7.9	0.0	5.3
CCCCN(Cc1ccco1)C(=O)C1CCCN(c2ncnc3c2nc2n3CCCCC2)C1 (stereo not given)	-4.9	0.4	-4.6	-8.4	4.9	0.4	-1.6	0.5	-3.8
COc1ccc(C(=S)Nc2ccccc2)cc1	2.8	-2.0	-9.0	-0.8	11.5	1.4	-10.6	-6.9	-9.9
CCN(CC)c1nc2ccccc2nc1C(C#N)C(=O)NCCCOC (stereo not given)	-1.8	-2.3	14.7	-13.7	i	-22.1	-12.3	5.8	-7.4
Cc1cc(=O)[nH]c(-n2nc(C)cc2C)n1	-6.3	-4.9	3.8	-7.0	25.3	0.4	-12.4	-6.0	0.8
Cc1ccc(-n2nc(C)c3c2NC2=C(C(=O)CC(C)(C)C2)C3c2ccccc2OCC(=O)O)cc1 (stereo not given)	24.5	-4.0	3.6	-29.2	-435.5	-2.4	-16.1	-1.6	-5.1
Cc1ccc(-n2c(C)cc(C)c(C#N)c2=O)cc1Cl	6.0	2.5	-2.1	-1.1	-279.3	-4.2	-2.2	3.8	2.3
C=CCc1ccccc1OCC(O)CN1CCN(c2ccccc2F)CC1 (stereo not given)	2.1	-2.8	13.1	0.2	23.5	1.9	2.8	0.1	-7.5
COC(=O)C1CCN(C2=C(NS(=O)(=O)c3ccc(Cl)cc3)C(=O)c3ccccc3C2=O)CC1	-68.2	-2.0	19.9	-14.6	40.1*	1.6	-7.9	12.6	5.6
CCNc1ccc(C2(O)C(=O)c3ccccc3C2=O)cc1	-3.8	-3.8	3.4	-14.0	20.6	0.2	7.9	12.2	0.5
O=C(c1cccnc1)N1C2C=CC(C2)C1(C(F)(F)F)C(F)(F)F (stereo not given)	-3.3	-0.9	4.5	20.4	12.1	1.4	-9.6	-4.2	-1.8
COCCNC(=O)CCCn1c(=O)c2cc(OC)c(OC)cc2n(CC(=O)c2cccc(OC)c2)c1=O	-5.9	-2.4	-5.3	-2.5	19.3	-0.1	7.6	-6.0	1.3
CC(=O)COc1ncn(-c2ccccc2)n1	8.2	1.6	-0.9	-6.1	14.1	-2.7	-4.2	3.7	2.6
Cc1cnc(C(=O)OCC(=O)c2cccc3ccccc23)cn1	-3.0	-5.3	-4.1	9.2	-17.0	-2.9	-8.7	8.5	-2.2
COc1ccc(N(C(C)C(=O)N/N=C(\C)C(C)(C)C)S(C)(=O)=O)cc1 (stereo not given)	-20.1	2.7	4.1	-6.2	14.3	-0.3	6.6	-6.8	0.2
COc1cc([N+](=O)[O-])ccc1N/C=C/C(=O)c1cccs1	-36.7	-5.3	97.3*	5.4	-33.5	-23.7	86.5*	-5.5	52.8*
O=C(Nc1nnc(-c2ccccc2)o1)C1CCCN1S(=O)(=O)c1cccs1 (stereo not given)	0.1	1.8	-3.7	-3.8	9.9	1.3	-14.1	1.4	0.6
O=C(CSc1nc2ccccc2n1CC(=O)N1CCCC1)Nc1ccc2c(c1)OCO2	-3.8	-2.6	8.8	-1.3	13.1	-0.5	-3.4	13.2	0.5
COCCN(C(=O)COC(=O)CC1CCCCC1)c1c(N)n(Cc2ccccc2)c(=O)[nH]c1=O	-5.0	3.2	-1.7	-19.2	7.9	1.2	-4.9	-0.3	-5.7
Cc1ccc(C(=O)NNC(=O)c2ccc3ccccc3c2O)cc1	7.4	-3.8	2.8	-45.7	-380.5	-1.3	-16.2	12.3	-5.8

Next part:
SMILES	UBC13 inh	MIN6 prolif	SENP7 inh	PfG6PD inh	SENP8 block-1	SENP1 FRET inh	SENP6 block	HKDC1 inh	SENP8 block-2
Cc1ccc(C(C)C)c(OCC(=O)N2CCOCC2)c1	4.1	-2.0	1.7	-0.3	3.8	-1.3	-10.6	-8.7	4.1
CS(=O)(=O)NCCNc1ccc(C(F)(F)F)cc1[N+](=O)[O-]	-9.5	-1.9	2.0	-6.4	8.9	1.5	-0.3	-8.4	2.2
O=C(NCCc1ccccc1F)/C(=C/c1cccnc1)NC(=O)c1ccccc1	-0.4	-0.6	-1.1	10.0	10.7	2.4	5.2	-11.1	-5.1
CCOC(=O)c1ccc(NC(=O)C2(c3ccccc3)CCCC2)cc1	-4.0	-2.6	-8.4	11.8	18.6	-0.7	-4.4	8.3	-9.5
CCOC(=O)c1sc(N2N=C(C)/C(=C\c3ccc(OCC(=O)OC)cc3)C2=O)nc1C	-11.6	-3.9	4.1	-6.7	19.0	2.4	8.2	2.8	-4.7
O=C(CSc1nnc(Cn2c(=O)sc3ccccc32)n1-c1ccccc1)N1CCCCCC1	8.0	1.6	3.0	0.6	14.7	1.0	-3.8	-1.8	-2.7
Cc1ccc(CN(C(=O)c2ccco2)C(C(=O)NC2CCCC2)c2ccc(N3CCOCC3)cc2)cc1 (stereo not given)	8.6	0.0	4.1	-2.8	-4.1	-5.4	-3.7	0.1	1.5
COc1ccc(C2CC(c3cccs3)=NN2C(=S)Nc2ccccc2)cc1OC (stereo not given)	9.3	0.0	6.0	-2.8	-80.8	-3.0	-15.2	0.3	-5.5
CC1(C)CC(=O)C2=C(C1)NC(=O)CC2c1cccc(F)c1 (stereo not given)	6.5	0.6	5.6	-16.3	11.8	-2.4	-14.9	-2.2	3.6
COc1ccc(C(=O)Nc2nnc(Cc3ccccc3)s2)c(OC)c1	10.5	3.7	-3.8	-10.5	3.4	-0.2	-9.7	4.2	-4.3
